# GCN5L2 inh – qHTS Assay for Inhibitors of GCN5L2; Histone acetyltransferase KAT2A (Homo sapiens), Q92830; GCN5L2 HAT assay, ThioGlo1 CoA-SH fluorescence; Potency, µM (series often up to 58.9 µM), for the others: top-dose activity change, negative = inhibition, hits mostly inhibitors; hit rate 0.21% among 390,000
# Target sequence (Q92830 whole entry, looked up): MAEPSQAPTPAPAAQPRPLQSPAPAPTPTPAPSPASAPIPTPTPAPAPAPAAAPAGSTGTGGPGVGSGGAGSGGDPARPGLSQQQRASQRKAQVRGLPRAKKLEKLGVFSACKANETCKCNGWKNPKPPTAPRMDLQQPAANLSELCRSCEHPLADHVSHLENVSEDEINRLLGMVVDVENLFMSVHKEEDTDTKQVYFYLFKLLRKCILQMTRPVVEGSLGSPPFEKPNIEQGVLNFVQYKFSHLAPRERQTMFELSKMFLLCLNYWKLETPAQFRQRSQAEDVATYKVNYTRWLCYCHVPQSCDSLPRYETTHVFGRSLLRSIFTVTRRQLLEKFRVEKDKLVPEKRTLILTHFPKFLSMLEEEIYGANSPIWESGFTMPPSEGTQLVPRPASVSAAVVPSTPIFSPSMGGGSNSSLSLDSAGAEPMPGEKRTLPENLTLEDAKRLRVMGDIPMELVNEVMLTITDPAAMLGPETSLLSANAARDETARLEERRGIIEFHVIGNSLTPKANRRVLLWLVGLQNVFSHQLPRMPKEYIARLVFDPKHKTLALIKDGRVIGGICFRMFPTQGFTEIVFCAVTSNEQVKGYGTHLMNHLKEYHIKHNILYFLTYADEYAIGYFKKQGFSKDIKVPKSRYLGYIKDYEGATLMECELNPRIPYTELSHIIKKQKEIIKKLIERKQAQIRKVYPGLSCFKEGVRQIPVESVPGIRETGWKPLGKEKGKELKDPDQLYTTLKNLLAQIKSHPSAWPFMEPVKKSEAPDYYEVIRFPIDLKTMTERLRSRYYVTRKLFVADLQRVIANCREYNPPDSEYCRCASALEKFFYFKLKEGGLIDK
#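 qHTS, 1536-well. 20nM enzyme, pH 7.5 HEPES/EDTA/Tween-20 buffer; 15 min compound preinc., RT. Start: 75uM H3(1-25), 70uM AcCoA, 50uM ThioGlo1. Read Ex340/Em540 at t=0 (autofluorescence flag) and t=20 min.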
# DT40 TDP1 CPT – qHTS for Inhibitors of human tyrosyl-DNA phosphodiesterase 1 (TDP1): qHTS in cells in presence of CPT; chicken DT40 Tdp1-/-;hTDP1 cells + 20 nM CPT, ATP luminescence, 48 h; Potency, µM (highest dose often 46.2 µM), without a hit: top-dose activity change, negative = growth inhibition, hits mostly inhibitors; hit rate 12% among 420,000; AID 686979, 2013; further: nearly all actives have a fitted effect of over 55% in size
#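 Cell growth measured by CellTiter-Glo luminescence after a minimum 48 h, 37 C compound exposure with 20 nM CPT in Tdp1-knockout DT40 cells stably expressing hTDP1, seeded 400/well; qHTS titration format.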
# TDP1 cell noCPT – qHTS for Inhibitors of human tyrosyl-DNA phosphodiesterase 1 (TDP1): qHTS in cells in absence of CPT. DT40 Tdp1-/- hTDP1 cells, no CPT, ATP luminescence, 48 h. Potency, µM (highest dose often 46.2 µM), inactives show top-dose activity change, negative = growth inhibition, actives largely listed as inhibitors. hit rate 15% among 420,000. AID 686978, 2013; further: nearly all actives have a fitted effect of over 55% in size
#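 Chicken DT40 Tdp1-/- cells stably complemented with human TDP1 were seeded at 400 cells/well with DMSO in place of 20 nM camptothecin. After compound pinning, cells grew at least 48 hr at 37 °C; viability read by CellTiter-Glo luminescence.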
# Starred values were filed as active, the others as inactive; u = inconclusive; x = not tested or not shown; [ ] = dose if it differs, or a comment. The call rests on the fitted dose curve; in most records, active means well fitted curve in the direction sought with a large enough effect; inconclusive means small, poorly fitted or top-dose-only effect, or another doubt; inactive means no such curve, though single readings can be large; an effect the other way counts as inactive or inconclusive. On the % scale 0 is the no-effect control and ±100 the full control effect; potency means the concentration at half of the fitted maximal effect. Only part of the results is shown. The share of hits here may be higher or lower than overall.
canonical_smiles,GCN5L2 inh,DT40 TDP1 CPT,TDP1 cell noCPT
CCOC(=O)c1cccc(NC(=O)C2CCC(CNc3c(N4CCOCC4)c(=O)c3=O)CC2)c1 (centres undefined),-7%,-3%,-1%
Cc1cc(NC(=O)COc2ccc([N+](=O)[O-])cc2)no1,-2%,1%,-27%
C[C@@H]1CN([C@@H](C)CO)C(=O)c2cc(Br)cnc2O[C@@H]1CN(C)Cc1cncnc1,x,-3%,6%
CCc1nc2ccc(C(=O)Nc3cc(-c4ccccc4)ccc3OC)cn2c1N(C)Cc1ccc(Cl)cc1,x,18µM*,21µM*
COc1ccc(CNC(=O)C2CCC(CNS(=O)(=O)c3ccc(C)cc3)CC2)cc1 (centres undefined),10%,u,u
O=S(=O)(c1ccc(Cl)c(C(F)(F)F)c1)N1CCN(CC(O)COCC2CCCO2)CC1 (centres undefined),-9%,21µM*,18µM*
c1ccc2c(c1)Nc1nccnc1S2,1%,u,-25%
COc1cccc(-c2nc(=S)c3c(n2Cc2ccco2)CCCC3)c1,1%,16µM*,u
CC(C(=O)NCC1(c2ccccc2)CCCC1)N1CCOCC1 (centres undefined),-8%,-17%,-27%
O=C(CNCc1ccccn1)N1CCc2ccccc2C1,-4%,1%,-10%
O=C(CSc1nc2[nH]ncc2c(=O)[nH]1)N1CCCCC1,16%,1%,-8%
COC(=O)C1CCN(Cc2ccc3c(c2)CN(C(=O)c2cc4ccccc4n2C)CCO3)CC1,x,12%[9.04 µM],u
COCCNC(=O)C1(C)Cc2c(-c3cccc(C(N)=O)c3)ccnc2O1 (centres undefined),x,u,-19%
CCOC(=O)C1=C(C)NC(C)=C(C(=O)OCC)C1c1ccc(OC)cc1,-13%,15µM*,23µM*
CCOc1ccc(CNC(=O)c2ccc(Sc3ccc(C)cc3)c(N)c2)cc1OC,-10%,u,u
O=C(Nc1cccc(F)c1)C1CCN(C(=O)N2CCOc3ccccc32)CC1,-7%,u,u
CC1CCN(C(=O)CSc2ccc(-c3ccc(F)cc3)nn2)CC1,-4%,-12%,u
CN(c1ccccc1)S(=O)(=O)c1cccc(C(=O)NCc2ccccc2CN2CCCC2)c1,-3%,u,u
CCSc1ncc(Cl)c(C(=O)Nc2sc3c(c2C(=O)NCCCOC)CCCC3)n1,-1%,u,u
Cc1cccc(-n2c(CCn3nc(C)c([N+](=O)[O-])c3C)n[nH]c2=S)c1,4%,-8%,-12%
CCOC(=O)Cn1c(=O)oc2cc(S(=O)(=O)Nc3ccccc3F)ccc21,-2%,-16%,-23%
CC(=O)C1=C(O)C(=O)N(c2nccs2)C1c1ccc(F)cc1 (centres undefined),-9%,1%,u
CCN(C(=O)c1c(N)cnn1C)c1ccccc1,-6%,4%,-3%
Cn1c(=O)c2c(SCC(=O)NCc3ccc(F)cc3)nc(-c3ccccc3Cl)nc2n(C)c1=O,-5%,u,u
O=C(Nc1ccc(-c2noc(CCc3ccccc3)n2)cc1)c1cccnc1,-5%,18µM*,12µM*
O=C(CCCCn1c(=O)c2ccccc2n(Cc2ccc(F)cc2)c1=O)NCc1ccco1,-3%,16µM*,15µM*
O=C(NCCN1CCOCC1)NC1(C(F)(F)F)Oc2ccc(Cl)cc2O1 (centres undefined),3%,u,13µM*
O=C(O)CC(NS(=O)(=O)c1ccc(Br)s1)c1ccccc1 (centres undefined),-19%,-15%,-6%
Cc1cccc(NC(=O)c2ccc(-n3cncn3)c([N+](=O)[O-])c2)c1,-5%,-30%,u
O=C(NCCc1c[nH]c2ccccc12)c1ccco1,-5%,-26%,-20%
CN(c1cccc(NC(=O)Nc2cccc(Cl)c2)c1)S(C)(=O)=O,9%,u,16µM*
O=C(COc1coc(CN2CCN(c3ccccc3)CC2)cc1=O)Nc1cccc(F)c1,-5%,-23%,-21%
Cc1ccc(C)c(NC(=O)Cn2c(-c3nonc3N)nc3ccccc32)c1,-1%,0%,3%
Cc1noc(C)c1C1(O)CCCCCCCCCCC1,-4%,-28%,u
CCCn1c(C(O)c2cc(OC)ccc2OC)nc2ccccc21 (centres undefined),0%,-9%,-15%
O=C(CN1CCN(Cc2cccc(Cl)c2)C1=O)NCc1ccc(F)cc1,1%,-4%,-19%
O=C(NCN1C(=O)C2C3C=CC(C3)C2C1=O)Nc1cccnc1 (centres undefined),-5%,20%,-11%
CN(Cc1ccccc1)S(=O)(=O)c1ccc(NC(=O)c2cc(=O)c3ccccc3o2)cc1,-6%,13µM*,16µM*
Cc1ccc(/C=C/C(=O)O)cc1S(=O)(=O)NCCO,-24%,0%,-4%
CCOC(=O)c1c(NC(=O)CSc2ncn[nH]2)sc(C(=O)NC)c1C,-18%,-3%,7%

# Compound profiles, as listed above. Screens in order: GCN5L2 inh	DT40 TDP1 CPT	TDP1 cell noCPT
# Shown for `Cc1cccc(NC(=O)c2ccc(-n3cncn3)c([N+](=O)[O-])c2)c1` = -5%	-30%	u
# Shown for `Cc1ccc(C)c(NC(=O)Cn2c(-c3nonc3N)nc3ccccc32)c1` = -1%	0%	3%

# The listing continues:
canonical_smiles,GCN5L2 inh,DT40 TDP1 CPT,TDP1 cell noCPT
N#C/C(=C\c1ccc(Cl)cc1)c1nc(-c2cc3ccccc3oc2=O)cs1,-13%,8%,-3%
CCOc1ccccc1N1C(=O)CC(Nc2ccc(N3CCOCC3)cc2)C1=O (centres undefined),-18%,2%,-12%
CC1=C2C3OC(=O)C(C)C3CCC2(C)C=C(Cl)C1=O (centres undefined),x,-2%,u
Cc1nc2nc(C)c(NS(=O)(=O)c3ccc(F)cc3)c(=O)n2[nH]1,-7%,9%,16%
COc1cc(CNC(=O)Nc2cccn3nc(COCCO)nc23)cc(OC)c1OC,x,-15%,2%
CCN(CC)S(=O)(=O)c1cccc(C(=O)OC2CC(C)OC2=O)c1 (centres undefined),-6%,-12%,u
Cc1cc(C)n2c(Nc3ccccc3)c(-c3ccccc3)nc2n1,-10%,16µM*,u
Cc1c(Cc2ccc3c(c2)OCO3)sc(NC(=O)C2CC2)c1C(N)=O,-8%,10µM*,10µM*
COc1ccc(N2CCC(N3CCN(C)C(CCO)C3)CC2)cc1 (centres undefined),-14%,-4%,25%
CCOC(=O)N1CCN(C(=O)COC(=O)c2cccc(S(C)(=O)=O)c2)CC1,0%,0%,-12%
COc1cc(OC)cc(C(=O)N[C@H](C(=O)OCC(=O)NC(=O)c2cccn2C)C(C)C)c1,2%,2%,3%
CC(=O)Nc1ccc(S(=O)(=O)Oc2ccc(/C=C3\SC(N)=NC3=O)cc2)cc1,-1%,12%,-19%
CCN(CC)c1ccc(/C=C/C(=O)c2cccnc2)cc1,-10%,u,21µM*
COC(=O)c1ccccc1NC(=O)CN1CCN(C(=O)c2ccco2)CC1,-2%,u,-28%
CC(=O)NC(c1ccccc1)c1nc(-c2cccc(C(C)C)c2)cs1 (centres undefined),x,u,u
COc1cc(CCC(N)c2cccc(O)c2)cc(OC)c1OC (centres undefined),x,13%,-6%
COc1ccc(C(C)(O)c2nc(-c3ccc4ccccc4c3)cs2)cc1 (centres undefined),x,u,u
COc1cccc(-n2c(SC)nnc2C2CCN(CCC(C)c3ccc(C)o3)CC2)c1 (centres undefined),x,u,u
O=C(COC(=O)/C=C/c1cccc(Cl)c1)NCCc1ccccc1,-2%,0%,-3%
CCCOc1ccc(OC(=O)Cc2ccc(OC)c(S(=O)(=O)N3CCOCC3)c2)cc1,-9%,u,u

# A second format for part of the listing above:
O=C(O)CC(NS(=O)(=O)c1ccc(Br)s1)c1ccccc1 (centres undefined)
  GCN5L2 inh = -19%	DT40 TDP1 CPT = -15%	TDP1 cell noCPT = -6%

O=C(Nc1cccc(F)c1)C1CCN(C(=O)N2CCOc3ccccc32)CC1
  GCN5L2 inh = -7%	DT40 TDP1 CPT = u	TDP1 cell noCPT = u

O=C(CCCCn1c(=O)c2ccccc2n(Cc2ccc(F)cc2)c1=O)NCc1ccco1
  GCN5L2 inh = -3%	DT40 TDP1 CPT = 16µM*	TDP1 cell noCPT = 15µM*

Cc1ccc(/C=C/C(=O)O)cc1S(=O)(=O)NCCO
  GCN5L2 inh = -24%	DT40 TDP1 CPT = 0%	TDP1 cell noCPT = -4%

# Next section
canonical_smiles,GCN5L2 inh,DT40 TDP1 CPT,TDP1 cell noCPT
O=C(CSc1nnc(NC(=O)C2CC(=O)N(c3ccccc3)C2)s1)NC1CCCC1 (centres undefined),-38%,2%,-4%
COc1ccccc1N1CCN(S(C)(=O)=O)CC1,-5%,3%,3%
N#CCCCc1cn(-c2nc3ccccc3s2)nn1,x,3%,-18%
OCCC1CN(Cc2cccn2-c2nccs2)CCN1Cc1ccc(F)c(F)c1 (centres undefined),-1%,13µM*,18µM*
COc1ccccc1-c1cnc(C(O)c2cc(C)c(OC)c(C)c2)[nH]1 (centres undefined),x,23µM*,23µM*
CCOC(=O)c1oc2cccc(OC(C)=O)c2c1C,-2%,-6%,-16%
Nc1cc2c(cc1O)CCCC2,-3%,u,u
COc1ccc(C/C(C)=N/NC(=O)c2ccc(C)cc2C)cc1,-8%,11%,10%
Cc1ccc(C)c2[nH]c(=O)c(CCNC(=O)c3ccc(S(=O)(=O)N4CCOCC4)cc3)cc12,-8%,u,u
CC1(c2ccccc2)NC(=O)N(CC(=O)N2CCN(S(=O)(=O)c3cccc([N+](=O)[O-])c3)CC2)C1=O (centres undefined),-1%,10%,-4%
C[C@@H]1CN([C@H](C)CO)C(=O)CCCn2cc(nn2)CO[C@H]1CN(C)C(=O)c1ccc2ccn(C)c2c1,x,3%,32%
COc1ccc(S(=O)(=O)N2CCN(C(=O)c3ccco3)CC2)cc1OC,3%,u,-29%
Cc1[nH]n(-c2ccccc2)c(=O)c1C=Nc1cccc(F)c1,-6%,-19%,-30%
COc1ccccc1/C=C/C(=O)N1CCCC1,-6%,-26%,u
CCNc1ncc2nc(-c3ccc(OC)cc3)c(=O)n(C[C@H]3CCCO3)c2n1,u,11%,25%
CSc1ccc(Cl)c(C(=O)Nc2ccc(OCC(N)=O)cc2)c1,-2%,-23%,-12%
CC1CCCCC1NC(=O)Cn1c(=O)cnc2ccccc21 (centres undefined),7%,1%,-4%
CCCc1nn(C)c2c(=O)[nH]c(-c3cc(S(=O)(=O)Nc4ccc(NC(C)=O)cc4)ccc3OCC)nc12,0%,10µM*,u
O=C1N(Cc2ccccc2)c2ccc(Cl)cc2C12OCCO2,-8%,-8%,-4%
CC1=NNC(=O)C1CC(=O)N/N=C/c1ccc(C)o1 (centres undefined),27%,8%,0%
Cc1cccc(N(C)S(=O)(=O)c2nnc(NC(=O)C(C)(C)C)s2)c1,-2%,u,u
Cc1c(Cl)cccc1-n1ncc(C(=O)NCc2cccs2)c1C1CCN(C(=O)OC(C)(C)C)CC1,-18%,u,u
Cc1cccc2c1-c1sc(C(=O)NCCCN3CCC(C)CC3)cc1CO2,-12%,u,u
O=C(C1CCC1)N1CCc2cc(S(=O)(=O)NCc3cccnc3)ccc21,-8%,u,u
NC1=NC(=O)/C(=C\C=C\c2ccccc2)S1,3%,-21%,3%
CCOP(=O)(OCC)C(NC(=O)c1cc([N+](=O)[O-])cc([N+](=O)[O-])c1)C(F)(F)F (centres undefined),-1%,-1%,-13%
CCC1(CC)NC(=O)N(CC(=O)OC(C)C(=O)Nc2ccc(Cl)cn2)C1=O (centres undefined),u,-17%,6%
Cc1ccc(S(=O)c2ccc(NC(=O)C3CC3)cc2C#N)cc1 (centres undefined),-12%,18µM*,23µM*
Cc1ccc(C)c(NC(=O)C(Sc2nc3ccc(C)cc3[nH]2)c2ccccc2)c1 (centres undefined),-3%,u,u
CCN1CCN(c2cc(C)c3cc(NC(=O)Cc4ccc(OC)c(OC)c4)ccc3n2)CC1,-1%,-18%,-15%
COc1ccc(NS(=O)(=O)c2cc(NC(=O)CC3CCCC3)ccc2N2CCOCC2)cc1,-16%,0%,-28%
N#CCCn1cc(C(=O)CN2C(=O)NC3(CCc4ccccc43)C2=O)c2ccccc21 (centres undefined),x,u,u
COc1ccc(S(=O)(=O)N(CC(=O)NCC2CCCO2)Cc2ccccc2)cc1 (centres undefined),-7%,3%,-17%
